Screening results: PubChem BioAssay, several laboratories
Rac1 act GTP bind = GTP binding modulators of activated mutant Rac1, primary screen, biochemical, bead-based flow cytometry, multiplex, fluorescent GTP. percent activity (GTP binding), % at 10 µM. GST-Rac1 activated beads; actives lie on both sides; 100% means binding = to untreated wells. 190,000 compounds, 0.11% hits. Ras-related C3 botulinum toxin substrate 1 (Homo sapiens), P63000;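 active means GTP binding at least 20 percentage points away from the 100% baseline, in either direction, so actives lie on both sides; inconclusive means Compound likely fluorescent itself, or too few beads counted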
Rab2A wt mod = modulators of GTP binding to Rab2A wildtype, primary screen, biochemical, dog, bead-based flow cytometry, multiplex; GTP binding activity, % at 10 µM; 190,000 compounds, 0.19% hits; Ras-related protein Rab-2A (Canis lupus familiaris), P61105; AID 760, 2007; GST-Rab2 wt beads, Bodipy-GTP binding;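 active means GTP binding activity at least 20 points away from 100%, either lowered or raised; inconclusive means signal likely due to the compound's own green fluorescence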;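 further: 0% = beads with excess unlabeled GTP and 100% = no-compound control corrected for plate trend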
Avidin bead fluor = green autofluorescence of compounds with avidin beads – biophysical, 488/530 nm, flow cytometry, artefact control, profiling panel; compound fluorescence 488/530 nm; stronger effect = higher value; fluorescence (KMESF) at 10 µM; 220,000 compounds, 0.38% hits; in the data active means fluorescence above about 47; further: inactives centre near 10
Rab7 wt GTP bind = modulators of GTP binding to Rab7, primary screen, biochemical, wildtype, multiplex bead flow cytometry; GTP binding activity (percent of control), % at 10 µM; 190,000 compounds, 0.055% hits; GST-Rab7 beads, fluorescent GTP binding; actives lie on both sides; untreated = 100%, excess cold GTP = 0%; Rab7 GTPase wild type (dog), Bodipy-FL-GTP binding;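 active means fluorescent GTP binding to Rab7 beads changed by at least 20 points from the 100% baseline, either direction, mostly lower; inconclusive means compound itself probably fluorescent, or too few beads counted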;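 further: median green fluorescence of bound Bodipy-FL-GTP per Rab7 bead population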
Mcl1 Noxa PPI = Mcl-1/Noxa binding inhibitors, primary screen, biochemical, TR-FRET, 1536-well; TR-FRET Mcl-1/Noxa peptide binding, 2 h; inhibition, % at 21.7 µM; 220,000 compounds, 1.5% hits; Induced myeloid leukemia cell differentiation protein Mcl-1 (Homo sapiens), Q07820;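 active means compounds that cut the protein-peptide binding signal by more than 50% relative to plate controls in a single-dose test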;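 further: His-tagged Mcl-1 with rhodamine Noxa BH3 peptide and terbium anti-His antibody; 0% = Mcl-1 plus Noxa peptide wells and 100% = peptide-only wells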
Target sequence (Q07820 whole entry, looked up): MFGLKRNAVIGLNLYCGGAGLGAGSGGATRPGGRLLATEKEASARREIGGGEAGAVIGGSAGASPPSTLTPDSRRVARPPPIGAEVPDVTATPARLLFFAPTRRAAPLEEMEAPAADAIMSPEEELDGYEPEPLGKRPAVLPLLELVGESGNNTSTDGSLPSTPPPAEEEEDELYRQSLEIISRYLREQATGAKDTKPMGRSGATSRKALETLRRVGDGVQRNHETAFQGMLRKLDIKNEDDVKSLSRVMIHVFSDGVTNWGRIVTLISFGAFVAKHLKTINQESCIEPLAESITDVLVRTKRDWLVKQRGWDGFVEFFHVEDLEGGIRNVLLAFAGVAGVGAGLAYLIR
HRas wt GTP = modulators of GTP binding to HRas wildtype, primary screen, biochemical, bead-based flow cytometry, multiplex | GTPase HRas (Homo sapiens), P01112 | GST-Ras wt beads, Bodipy-FL-GTP binding; actives lie on both sides | GTP binding activity, % at 10 µM | 190,000 compounds, 0.14% hits | AID 759, 2007;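 active means GTP binding activity at least 20% away from the 100% baseline, either lowered as inhibitor or raised as activator; inconclusive means flagged as likely green fluorescent, judged across all proteins in the well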;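 further: 0% = unlabeled GTP competition control and 100% = no-compound control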
Target sequence (P01112 whole entry, looked up): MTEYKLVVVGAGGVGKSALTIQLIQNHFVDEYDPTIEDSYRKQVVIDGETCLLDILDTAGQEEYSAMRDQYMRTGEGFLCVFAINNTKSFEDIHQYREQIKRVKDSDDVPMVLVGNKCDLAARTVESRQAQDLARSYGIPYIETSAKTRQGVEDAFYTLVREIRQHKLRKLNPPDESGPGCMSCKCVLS
Mcl1-Bid inh = Mcl-1/Bid binding inhibitors, primary screen, biochemical, TR-FRET, 1536-well; inhibition, % at 21.7 µM; TR-FRET Mcl-1/Bid-Dy647 peptide binding; Induced myeloid leukemia cell differentiation protein Mcl-1 (Homo sapiens), Q07820; 220,000 compounds, 0.97% hits;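 active means compounds that cut the binding signal by more than half at the single screening dose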;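 further: His-tagged Mcl-1 with europium anti-His antibody binding Bid BH3 peptide; 0% = Mcl-1 plus peptide wells and 100% = peptide-only wells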
Mcl-1 Bim block = inhibitors of Bim peptide binding to Mcl-1, primary screen, biochemical, bead-based flow cytometry, multiplex | Bim peptide-Mcl-1 binding | Induced myeloid leukemia cell differentiation protein Mcl-1 (Homo sapiens), Q07820 | 190,000 compounds, 0.1% hits | inhibition, % at 10 µM; in the data active means inhibition above about 40%;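 further: 0% = no compound tracer wells and 100% = peptide blocker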
Rac1 wt modul = wildtype Rac1 GTP binding modulators, primary screen, biochemical, GST-Rac1 beads, flow cytometry, multiplex. 190,000 compounds, 0.27% hits. GTP binding activity (% of control), % at 10 µM. fluorescent GTP binding; actives lie on both sides; 0 = cold GTP competed, 100 = untreated. AID 757, 2007;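 active means GTP binding activity at least 20 points away from the 100% control level, either lower or higher; inconclusive means compound flagged as likely green fluorescent, judged across all proteins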
Pf gametocyte = late stage P. falciparum gametocyte viability inhibitors, primary screen, ATP luminescence, HTS. inhibition, % at 10.9 µM. P. falciparum stage V gametocytes, 24 h. 150,000 compounds, 0.065% hits. AID 743093, 2013;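 active means inhibition above the mean plus 3 SD of compounds within the control limits, set per campaign, cut at about 38% in these data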;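 further: 0% = DMSO wells and 100% = medium only without gametocytes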
Cdc42 wt = modulators of GTP binding to wildtype Cdc42, primary screen, biochemical, multiplex bead flow cytometry, Bodipy-GTP. 190,000 compounds, 0.2% hits. percent activity (GTP binding), % at 10 µM. GST-Cdc42 beads; actives lie on both sides. Cell division control protein 42 homolog (Homo sapiens), P60953. AID 761, 2007;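 active means percent activity GTP binding at least 20 points away from the 100% baseline, either down as inhibitor or up as activator; inconclusive means compound flagged as likely green fluorescent from well-wide comparison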;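 further: median bead fluorescence of bound Bodipy-FL-GTP at 100 nM; 0% = excess unlabeled GTP control and 100% = no compound control; below 100% means less GTP binding so inhibitor and above means activator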
Target sequence (P60953 whole entry, looked up): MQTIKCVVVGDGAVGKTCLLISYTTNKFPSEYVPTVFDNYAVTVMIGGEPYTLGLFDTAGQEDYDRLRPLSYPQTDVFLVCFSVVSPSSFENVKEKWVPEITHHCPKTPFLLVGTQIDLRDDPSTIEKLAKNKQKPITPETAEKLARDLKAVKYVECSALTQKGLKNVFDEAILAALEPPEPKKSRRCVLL
An asterisk follows results filed as active; ? = inconclusive; · = no result given. Compounds as they come; overall some 2.7% were active at least once.

#	smiles	Cdc42 wt	Mcl1-Bid inh	Pf gametocyte	Rab7 wt GTP bind	Rab2A wt mod	Mcl-1 Bim block
1	O=C(Nc1ccccc1[N+](=O)[O-])C1C(c2ccccc2)=C1c1ccccc1	96	-5	0	97	96	0
2	O=C(NCCOC(=O)c1ccc(S(=O)(=O)N2CCOCC2)cc1)c1cccnc1	99	-9	·	95	97	-1
3	CC(=O)NC12CC3CC(C1)CC(C(=O)OCC(=O)c1ccc4c(c1)OCCO4)(C3)C2	104	-27	-67	98	102	-2
4	CCCCN(C(=O)CNC(=O)c1cccs1)C(C(=O)NC1CCCCC1)c1cccnc1 (centres undefined)	103	-2	·	104	101	0
5	O=C(C(c1ccccc1)c1ccccc1)N1CCN(Cc2ccccn2)CC1	103	3	16	101	100	2
6	Cc1ccc(CNC(=O)C(CCC(N)=O)NC(=O)OCc2ccccc2)cc1 (centres undefined)	103	-17	11	93	99	-2
7	COc1ccccc1N1CCN(c2cc(=O)n(Cc3ccc(F)cc3)c(=O)[nH]2)CC1	110	-23	·	102	106	-7
8	Cc1cccnc1NC(=O)Cn1nc(-c2ccccc2)oc1=S	97	-9	12	99	99	-4
9	C/C(CC(=O)NCc1ccco1)=N\NC(=O)COc1ccc(C)cc1	102	-11	10	98	97	-2
10	CCOC(=O)C1C(CC)NC(=S)NC1(C)O (centres undefined)	100	-30	-11	106	102	0
11	C=CCn1c(CSCc2ccccc2)nnc1SCC(=O)NCc1ccccc1	101	-15	·	101	100	-3
12	CC(C)c1nnc(SCC(=O)NCc2ccco2)n1C	100	-17	·	95	99	0
13	N=c1c(S(=O)(=O)c2ccccc2)cc2c(=O)n3ccccc3nc2n1Cc1ccco1	94	·	11	90	96	8
14	COc1ccc(C(=O)N/N=C/c2cc3ccccc3[nH]c2=O)cc1	94	-17	·	98	97	6
15	CCOc1ccc(OCC)c(NC(=O)C2CCCN(S(=O)(=O)c3c(C)noc3C)C2)c1 (centres undefined)	104	2	·	104	103	-3

#	Rac1 act GTP bind	Mcl1 Noxa PPI	Rac1 wt modul	Avidin bead fluor	HRas wt GTP
1	99	8	101	11	97
2	94	-7	99	15	98
3	100	-8	101	35	102
4	100	8	104	8	101
5	103	31	110	8	102
6	102	-4	99	15	100
7	104	22	109	23	103
8	99	3	100	3	99
9	98	3	102	10	98
10	99	11	102	20	102
11	93	13	96	10	102
12	98	8	97	16	99
13	95	·	94	4	94
14	95	4	98	8	96
15	98	5	110	10	102

Next part.
#	smiles	Cdc42 wt	Mcl1-Bid inh	Pf gametocyte	Rab7 wt GTP bind	Rab2A wt mod	Mcl-1 Bim block
16	CCOC(=O)C1(Cc2ccc(OC)cc2)CCN(C(=O)c2csc(C)n2)CC1	97	-40	-23	106	101	-1
17	COCCCNC(=O)C1CCCN(S(C)(=O)=O)C1 (centres undefined)	101	4	25	101	99	0
18	O=C(O)COc1ccccc1/C=C1\SC(=Nc2ccc(F)cc2)N(c2ccc(F)cc2)C1=O	93	15	2	92	92	3
19	CCc1cc(SC#N)cc(C)c1N	98	-20	3	98	95	0
20	CCN(CC(=O)Nc1ccc(Cl)c(S(=O)(=O)N(C)C)c1)CC(=O)NC(C)C	?	-15	1	?	?	0
21	COCCNC(=O)CSc1ncnc2sccc12	98	-13	·	100	99	1
22	Cc1c(C(=O)NC(C)c2ccccc2)c(-c2ccccc2)nn1-c1ccccc1 (centres undefined)	99	-26	-3	98	100	0
23	O=[N+]([O-])c1ccc(N/N=C2/CCCCC2c2ccccn2)c([N+](=O)[O-])c1 (centres undefined)	98	-1	2	103	98	-5
24	COc1cccc(-c2nnc(SCCOc3ccc4c(C)cc(=O)oc4c3)o2)c1	100	-1	·	99	99	-5
25	CS(=O)(=O)N1CCN(C(=O)NC23CC4CC(CC(C4)C2)C3)CC1	102	-5	11	104	103	-1
26	CCOc1ccc2nc(Cl)c(CN(C(C)=O)C3CCCCC3)cc2c1	96	0	-10	94	94	0
27	Cc1cc(C)n2c(SCC(=O)Nc3ccc(Cl)cn3)nnc2n1	91	-39	·	91	93	-1
28	CCn1nc(C)c(Oc2ccccc2O)c1C	99	-27	·	99	99	-2
29	Nc1nc(SCC(=O)Nc2ccccc2Oc2ccccc2)n[nH]1	100	-5	-12	93	96	6
30	COc1ccc2[nH]c(=O)c(CN(Cc3ccco3)C(=O)c3ccccc3)cc2c1	96	-18	·	93	93	1

#	Rac1 act GTP bind	Mcl1 Noxa PPI	Rac1 wt modul	Avidin bead fluor	HRas wt GTP
16	94	8	101	6	99
17	99	11	103	3	99
18	90	2	95	9	94
19	97	10	100	12	98
20	?	-13	?	23	?
21	97	-3	99	5	100
22	98	-6	99	5	97
23	95	17	101	14	100
24	98	-8	100	11	99
25	99	31	104	36	103
26	94	9	100	11	94
27	90	·	89	7	94
28	95	9	100	13	101
29	96	3	102	7	97
30	94	12	92	8	94

(continued)
#	smiles	Cdc42 wt	Mcl1-Bid inh	Pf gametocyte	Rab7 wt GTP bind	Rab2A wt mod	Mcl-1 Bim block
31	CCC(C)C1C(C#N)=C(N)Oc2n[nH]c(-c3ccccc3)c21 (centres undefined)	94	-20	·	93	96	-2
32	COc1cc(C(=O)NCC(=O)n2nc(C)cc2C)cc(OC)c1OC	99	-6	-34	94	97	0
33	CCOc1ccc(N=Cc2c(O)cc(C)oc2=O)cc1	96	-33	·	93	96	-4
34	COC(=O)c1ccc(COC(=O)c2ccccc2OC)cc1	99	-14	-4	98	100	10
35	COc1cccc(C(=O)O/N=C(\N)c2ccncc2)c1	102	-8	·	96	100	-3
36	COC(=O)C1=NN(C(=O)c2ccc(Cl)cc2)C(O)(c2ccccc2)C1 (centres undefined)	96	-45	·	97	95	-4
37	COc1ccccc1NC(=S)N(CCc1c(C)[nH]c2ccccc12)Cc1cccs1	101	-38	·	100	102	-3
38	N#Cc1c2c(c(NCCN3CCOCC3)n3c1nc1ccccc13)CCCC2	101	-11	·	99	96	-1
39	O=C(C1CCC1)N1CCc2cc(S(=O)(=O)N3CCN(c4ccccn4)CC3)ccc21	98	16	·	102	97	-2
40	Cc1csc2ncc(C(=O)N(Cc3ccccc3)c3ccccn3)c(=O)n12	100	-9	·	98	98	1
41	COc1ccc(OCCCC(=O)Nc2cccc([N+](=O)[O-])c2C)cc1	102	-24	-4	103	101	-4
42	CCOC(=O)c1cnc(-c2ccccc2)nc1-c1ccccc1	97	-3	-38	95	93	-3
43	CCC(=O)Oc1ccc2c(=O)c(-c3ccc4ccccc4n3)c(CC)oc2c1C	98	-20	-3	99	102	-6
44	N#Cc1cc(-c2ccccc2)cnc1Sc1ccc(Cl)cc1	107	-10	-6	98	106	0
45	O=C(NCCc1ccccc1)c1ccccc1NC(=O)C1CC=CCC1C(=O)O (centres undefined)	102	-42	9	100	100	-1

#	Rac1 act GTP bind	Mcl1 Noxa PPI	Rac1 wt modul	Avidin bead fluor	HRas wt GTP
31	93	17	96	6	96
32	96	-1	99	18	99
33	96	-11	100	4	97
34	99	2	102	12	98
35	99	-6	104	32	99
36	93	3	97	14	99
37	100	1	107	9	102
38	95	20	100	10	99
39	98	0	102	26	101
40	97	9	101	8	97
41	99	7	102	21	102
42	95	-14	101	11	95
43	101	82*	102	12	100
44	101	-9	104	8	105
45	100	16	105	1	100

Sorted by formula weight (high to low): some entries from above
#	smiles	Cdc42 wt	Mcl1-Bid inh	Pf gametocyte	Rab7 wt GTP bind	Rab2A wt mod	Mcl-1 Bim block
11	C=CCn1c(CSCc2ccccc2)nnc1SCC(=O)NCc1ccccc1	101	-15	·	101	100	-3
40	Cc1csc2ncc(C(=O)N(Cc3ccccc3)c3ccccn3)c(=O)n12	100	-9	·	98	98	1
5	O=C(C(c1ccccc1)c1ccccc1)N1CCN(Cc2ccccn2)CC1	103	3	16	101	100	2

#	Rac1 act GTP bind	Mcl1 Noxa PPI	Rac1 wt modul	Avidin bead fluor	HRas wt GTP
11	93	13	96	10	102
40	97	9	101	8	97
5	103	31	110	8	102

Further structures
#	smiles	Cdc42 wt	Mcl1-Bid inh	Pf gametocyte	Rab7 wt GTP bind	Rab2A wt mod	Mcl-1 Bim block
46	Cn1nnnc1SCCNCc1ccccc1F	105	4	17	106	106	-4
47	CCOC(=O)N1CCC(Nc2ccc(N3C(=O)C4CCCCC4C3=O)cc2[N+](=O)[O-])CC1 (centres undefined)	99	23	-19	96	98	-3
48	O=C(CCc1nnc(Cc2c[nH]c3ccccc23)o1)NC(C1CC1)C1CC1	96	-44	-2	104	97	-2
49	COc1ccc(-c2cc(C(=O)n3cnc4ccccc43)c3ccccc3n2)cc1	105	4	9	95	99	-2
50	O=C(CN1CCN(CC(=O)c2ccc(F)cc2)CC1)Nc1ccccc1Cl	97	-19	25	92	94	1
51	COc1ccc(-c2cc(-c3nnc(COC(=O)CC4CC5CCC4C5)o3)c3ccccc3n2)cc1OC (centres undefined)	100	-3	·	98	96	4
52	Cc1cnc(C(=O)OCC(=O)Nc2cccc(S(=O)(=O)N3CCCCC3)c2)cn1	100	0	-7	99	99	-5
53	CC(=O)c1cn(CCCCCCCn2cc(C(C)=O)c(=O)[nH]c2=O)c(=O)[nH]c1=O	98	-3	12	98	98	-1
54	CCOC(=O)CSc1nnc(Cc2ccccc2)n1CC1CCCO1 (centres undefined)	98	5	·	96	95	-5
55	Cc1nc(CCNC(=O)Cc2ccccc2)cs1	98	-12	·	94	95	0

#	Rac1 act GTP bind	Mcl1 Noxa PPI	Rac1 wt modul	Avidin bead fluor	HRas wt GTP
46	100	5	112	9	104
47	97	12	95	6	97
48	97	14	104	11	102
49	99	2	109	27	97
50	95	9	96	9	97
51	100	17	105	7	96
52	99	-11	102	13	101
53	101	9	104	4	100
54	98	0	100	6	99
55	94	-2	98	9	97
